NALP1 inh: NALP1 inhibition; S. cerevisiae NALP1/ASC/caspase-1 growth, X-gal OD620, 72 h; inhibition, % at 10 µM; actives 0.61% (n = 280,000); AID 2071; in the data active = inhibition mostly above about 24%, no sharp cut-off; inactive = mostly below about 32%; note: some compounds called inactive have numbers as strong as hits
DNA FID counter: fluorescent intercalator displacement, NS3 helicase counter-screen | DNA fluorescent intercalator displacement, fluorescence | actives 0.17% (n = 290,000) | AID 1845 | inhibition, % at 7.9 µM; in the data active = inhibition above about 37%;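 note: 0% = vehicle and 100% = reference compound; higher means more ethidium bromide displaced from hairpin DNA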
MEKK2 WT-MEK5: raises or lowers MEK5 binding to wildtype human MEKK2 PB1 domain; Q9Y2U5; actives 1.1% (n = 290,000); bead flow cytometry, Alexa488-MEK5 binding to MEKK2 WT; actives lie on both sides; binding response (% of control), % at 10 µM; in the data active = binding response below about 67% or above about 130%
PfM18AAP inh: PfM18AAP enzyme inhibition; recombinant PfM18AAP, H-Glu-NHMec fluorogenic cleavage; inhibition, % at 7.35 µM; actives 1.2% (n = 290,000); AID 1822;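 active = inhibition above the campaign mean inhibition over all tested compounds plus 3 SD, cut at about 28% in these data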;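 note: 0% = plate median of test compound wells and 100% = 2 mM ZnCl2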
OXTR agonist: human OXTR agonism. P30559. CHO-OTR cells, Fluo-8 calcium fluorescence; normalized: DMSO 0%, oxytocin 100%. activation, % at 3 µM. actives 0.32% (n = 320,000);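 active = activation above the mean of all tested compounds plus 3 SD, cutoff set per screening run, cut at about 20% in these data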;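 note: peak over basal fluorescence ratio from a 100 s FLIPR kinetic read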
Target sequence (P30559 whole entry, looked up): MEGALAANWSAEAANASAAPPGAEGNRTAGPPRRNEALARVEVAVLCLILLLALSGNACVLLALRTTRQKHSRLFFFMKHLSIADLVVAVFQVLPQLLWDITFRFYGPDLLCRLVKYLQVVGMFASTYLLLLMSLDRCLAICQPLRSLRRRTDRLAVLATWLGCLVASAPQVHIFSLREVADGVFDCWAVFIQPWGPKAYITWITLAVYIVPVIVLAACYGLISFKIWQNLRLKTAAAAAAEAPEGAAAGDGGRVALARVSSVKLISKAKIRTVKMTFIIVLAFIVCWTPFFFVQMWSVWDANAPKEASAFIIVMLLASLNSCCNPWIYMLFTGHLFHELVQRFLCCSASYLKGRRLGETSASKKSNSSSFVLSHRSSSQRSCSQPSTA
MEKK2mut PB1 HTS: signal of MEK5 binding to mutant human MEKK2 PB1 domain; bead flow cytometry, Alexa488-MEK5 binding to MEKK2 mutant; percent response, % at 10 µM; actives 0.35% (n = 290,000); AID 1530; in the data active = percent response above about 24%, passing the limit was not always enough; note: inactives centre near 1; some results filed as inactive read as strong as hits; reference of the scale not given here
GPR7 antagonist: human neuropeptides B/W receptor 1 antagonism | GPR7-expressing cells, fluorescence antagonist assay | AID 1861 | P48145 | actives 1.1% (n = 290,000) | inhibition, % at 4.4 µM; in the data active = inhibition above about 16%, passing the limit was not always enough;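 note: cells stimulated with the agonist NPW; 0% = agonist with vehicle and 100% = vehicle without agonist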
Target sequence (P48145 whole entry, looked up): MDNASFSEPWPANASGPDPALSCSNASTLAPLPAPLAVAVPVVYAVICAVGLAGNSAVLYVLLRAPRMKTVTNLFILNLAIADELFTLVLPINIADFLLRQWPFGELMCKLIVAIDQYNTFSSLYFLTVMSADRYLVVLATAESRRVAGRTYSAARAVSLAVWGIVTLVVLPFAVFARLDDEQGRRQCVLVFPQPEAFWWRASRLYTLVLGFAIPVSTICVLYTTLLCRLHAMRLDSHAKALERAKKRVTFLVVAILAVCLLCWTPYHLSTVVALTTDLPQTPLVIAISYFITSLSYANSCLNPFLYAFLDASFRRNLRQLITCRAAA
PHOSPHO1 block: blocks human PHOSPHO1 phosphatase activity. inhibition, % at 13.3 µM. recombinant PHOSPHO1, absorbance phosphatase assay. actives 1.1% (n = 290,000). Q8TCT1. AID 1565; in the data active = inhibition above about 60%
Target sequence (Q8TCT1 whole entry, looked up): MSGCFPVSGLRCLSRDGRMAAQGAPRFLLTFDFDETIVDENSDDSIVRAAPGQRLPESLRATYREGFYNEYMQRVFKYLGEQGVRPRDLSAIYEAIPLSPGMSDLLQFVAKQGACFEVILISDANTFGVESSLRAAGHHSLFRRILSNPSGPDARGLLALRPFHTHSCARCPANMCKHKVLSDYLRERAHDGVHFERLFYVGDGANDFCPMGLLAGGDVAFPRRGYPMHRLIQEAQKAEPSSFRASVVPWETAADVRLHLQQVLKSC
MEKK3 PB1 HTS: MEKK3-MEK5 PB1 interaction, increase or decrease; Q99759; bead-based flow cytometry, Alexa488-MEK5 binding to MEKK3; actives lie on both sides; 0 = blocked by unlabeled MEK5, 100 = vehicle; binding response (% of control), % at 10 µM; actives 1.4% (n = 290,000); AID 1529;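 active = binding response more than 3 SD above or below the average of its plate-row segment, actives on both sides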;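 note: Alexa488 bead fluorescence after subtracting the streptavidin-only scavenger bead signal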
* hit, by the source's call; [ ] = another dose, or the depositor's remark.

For O=c1cc(CO)oc(C(Nc2ccccn2)c2cccc(F)c2)c1O (stereo unspecified) the results were NALP1 inh 36, DNA FID counter -21, MEKK2 WT-MEK5 117, PfM18AAP inh 0, OXTR agonist -0.2, MEKK2mut PB1 HTS 13, GPR7 antagonist -15, PHOSPHO1 block 10 and MEKK3 PB1 HTS 117.
N#CCCN(Cc1cccnc1)C(=S)Nc1ccccc1Cl was read as NALP1 inh 25, DNA FID counter -2, MEKK2 WT-MEK5 99, PfM18AAP inh 1, MEKK2mut PB1 HTS -1, GPR7 antagonist -10, PHOSPHO1 block -26 and MEKK3 PB1 HTS 119.
Screening Cn1ncc(Cl)c1C(=O)N/N=C/c1cc2c(cc1[N+](=O)[O-])OCO2 returned NALP1 inh -3, DNA FID counter 6, MEKK2 WT-MEK5 96, PfM18AAP inh 5, OXTR agonist -0.7, MEKK2mut PB1 HTS -9, GPR7 antagonist -1, PHOSPHO1 block 32 and MEKK3 PB1 HTS 101.
Screening O=C(N/N=C/c1ccccc1)NC1CCCCC1 returned NALP1 inh 16, DNA FID counter -12, MEKK2 WT-MEK5 102, PfM18AAP inh -7, OXTR agonist -0.9, MEKK2mut PB1 HTS 0, GPR7 antagonist -16, PHOSPHO1 block -26 and MEKK3 PB1 HTS 67*[inhibitor].
Screening O=C(Nc1ccc2c(c1)CCCN2C(=O)c1cccs1)c1cccc(F)c1 returned NALP1 inh 36, DNA FID counter -31, MEKK2 WT-MEK5 94, PfM18AAP inh -1, OXTR agonist 3.6, MEKK2mut PB1 HTS -7, GPR7 antagonist 3, PHOSPHO1 block 26 and MEKK3 PB1 HTS 95.
O=C(O)c1ccc(CN2C(=O)c3ccc(Oc4ccc([N+](=O)[O-])cc4)cc3C2=O)cc1 was read as NALP1 inh 12, DNA FID counter -27, MEKK2 WT-MEK5 100, PfM18AAP inh -3, OXTR agonist 0.3, MEKK2mut PB1 HTS -3, GPR7 antagonist 39*, PHOSPHO1 block 39 and MEKK3 PB1 HTS 95.
`CS(=O)(=O)N1Cc2ccccc2CC1C(=O)O` (stereo unspecified) gave NALP1 inh -9, DNA FID counter 9, MEKK2 WT-MEK5 93, PfM18AAP inh -8, OXTR agonist 1.3, MEKK2mut PB1 HTS -3, GPR7 antagonist 2, PHOSPHO1 block 32 and MEKK3 PB1 HTS 94.
Screening CCOC(=O)N1CCN(C2=NC3(CCCCC3)C(C#N)C(=O)N2)CC1 (stereo unspecified) returned NALP1 inh -23, DNA FID counter -2, MEKK2 WT-MEK5 67, PfM18AAP inh 0, OXTR agonist 0.9, MEKK2mut PB1 HTS -13, GPR7 antagonist -12, PHOSPHO1 block -4 and MEKK3 PB1 HTS 69.
For CCOc1ccc(/C=N/NC(=O)c2csc(C)c2C)c(OCC)c1 the results were NALP1 inh 28, DNA FID counter -8, MEKK2 WT-MEK5 95, PfM18AAP inh 6, OXTR agonist -3.1, MEKK2mut PB1 HTS 0, GPR7 antagonist -1, PHOSPHO1 block 4 and MEKK3 PB1 HTS 100.
For Cc1ccc(S(=O)(=O)c2c(C)cc(C)[nH]c2=O)cc1 the results were NALP1 inh 11, DNA FID counter -3, MEKK2 WT-MEK5 102, PfM18AAP inh 5, OXTR agonist -0.5, MEKK2mut PB1 HTS 0, GPR7 antagonist 0, PHOSPHO1 block 20 and MEKK3 PB1 HTS 101.
`CN1C(=O)C(CC(=O)NC2CCCCC2)N(C)C1=O` (stereo unspecified) gave NALP1 inh 9, DNA FID counter -2, MEKK2 WT-MEK5 100, PfM18AAP inh -6, OXTR agonist 1.1, MEKK2mut PB1 HTS 3, GPR7 antagonist -8, PHOSPHO1 block 32 and MEKK3 PB1 HTS 98.
Screening N#CCCn1cc(C(CC(=O)c2ccccc2)C(=O)O)c2ccccc21 (stereo unspecified) returned NALP1 inh 13, DNA FID counter -35, MEKK2 WT-MEK5 96, PfM18AAP inh -7, OXTR agonist 0.5, MEKK2mut PB1 HTS 4, GPR7 antagonist -3, PHOSPHO1 block 2 and MEKK3 PB1 HTS 86.
`Clc1cccc(CSc2nnc(-c3cccnc3)n2Cc2ccco2)c1` gave NALP1 inh 8, DNA FID counter -36, MEKK2 WT-MEK5 94, PfM18AAP inh -26, OXTR agonist -0.9, MEKK2mut PB1 HTS -10, GPR7 antagonist 6, PHOSPHO1 block 1 and MEKK3 PB1 HTS 90.
Screening COc1ccc(-c2cc3nc(C4CCN(C(=O)OC(C)(C)C)CC4)c(C(=O)O)cn3n2)cc1 returned NALP1 inh 19, DNA FID counter -31, MEKK2 WT-MEK5 95, PfM18AAP inh 1, OXTR agonist -0.2, MEKK2mut PB1 HTS 2, GPR7 antagonist -11, PHOSPHO1 block 3 and MEKK3 PB1 HTS 100.
CCOC(=O)C1C(c2ccc(OC)c(OC)c2)c2c([nH][nH]c2=O)CC1(C)O (stereo unspecified) was read as NALP1 inh 4, DNA FID counter -4, MEKK2 WT-MEK5 105, PfM18AAP inh 1, OXTR agonist 0.0, MEKK2mut PB1 HTS 12, GPR7 antagonist -8, PHOSPHO1 block 24 and MEKK3 PB1 HTS 111.
C#CCNC(=O)C1CCN(c2ccc(S(=O)(=O)N3CCOCC3)cc2Cl)CC1 was read as NALP1 inh 1, DNA FID counter 1, MEKK2 WT-MEK5 89, PfM18AAP inh 1, OXTR agonist 0.5, MEKK2mut PB1 HTS -14, GPR7 antagonist 5, PHOSPHO1 block 24 and MEKK3 PB1 HTS 102.
Screening Nc1ccc(-n2cc(-c3ccccc3)[nH]c2=S)cc1 returned NALP1 inh -4, DNA FID counter -11, MEKK2 WT-MEK5 107, PfM18AAP inh 44*, OXTR agonist -0.4, MEKK2mut PB1 HTS 6, GPR7 antagonist -3, PHOSPHO1 block 37 and MEKK3 PB1 HTS 105.
`COc1ccc(C(=O)CCC(=O)Nc2cccnc2)c(OC)c1` gave NALP1 inh 22, DNA FID counter -8, MEKK2 WT-MEK5 98, PfM18AAP inh -4, OXTR agonist 1.8, MEKK2mut PB1 HTS -7, GPR7 antagonist 3, PHOSPHO1 block -16 and MEKK3 PB1 HTS 100.
O=S(=O)(NCCc1ccncc1)c1ccc(S(=O)(=O)N2CCCCCC2)cc1 was read as NALP1 inh 8, DNA FID counter -10, MEKK2 WT-MEK5 102, PfM18AAP inh -2, OXTR agonist 5.0, MEKK2mut PB1 HTS 4, GPR7 antagonist -3, PHOSPHO1 block -1 and MEKK3 PB1 HTS 102.
For O=C(O)c1cccc(-n2c(/C=C/c3cccc([N+](=O)[O-])c3)nc3ccccc3c2=O)c1 the results were NALP1 inh -9, DNA FID counter -5, MEKK2 WT-MEK5 104, PfM18AAP inh 6, OXTR agonist 0.8, MEKK2mut PB1 HTS 3, GPR7 antagonist -6, PHOSPHO1 block 11 and MEKK3 PB1 HTS 104.
For Cc1c(C(=O)O)sc2[nH]c(=O)n(Cc3ccccc3)c(=O)c12 the results were NALP1 inh 14, DNA FID counter 1, MEKK2 WT-MEK5 105, PfM18AAP inh 3, OXTR agonist 0.1, MEKK2mut PB1 HTS 0, GPR7 antagonist -13, PHOSPHO1 block 25 and MEKK3 PB1 HTS 103.
COc1ccc(Cc2nnc(NC(=O)C3CCCO3)s2)cc1 (stereo unspecified) was read as NALP1 inh 12, DNA FID counter -10, MEKK2 WT-MEK5 92, PfM18AAP inh 6, OXTR agonist 1.1, MEKK2mut PB1 HTS -3, GPR7 antagonist 1, PHOSPHO1 block -4 and MEKK3 PB1 HTS 99.
Screening COc1ccc(N(CCC(=O)O)S(=O)(=O)c2ccc(C)c(C)c2)cc1 returned NALP1 inh 2, DNA FID counter -37, MEKK2 WT-MEK5 102, PfM18AAP inh 5, OXTR agonist -0.1, MEKK2mut PB1 HTS -3, GPR7 antagonist 4, PHOSPHO1 block -4 and MEKK3 PB1 HTS 98.
`Cc1noc(C)c1S(=O)(=O)N1CCC(C(=O)Nc2ccc(Br)cc2)CC1` gave NALP1 inh 15, DNA FID counter -8, MEKK2 WT-MEK5 104, PfM18AAP inh -2, OXTR agonist 1.2, MEKK2mut PB1 HTS 1, GPR7 antagonist -2, PHOSPHO1 block 24 and MEKK3 PB1 HTS 101.
For O=C(c1ccc(-n2cccc2)cc1)N1CCCCC1 the results were NALP1 inh -42, DNA FID counter -11, MEKK2 WT-MEK5 75, PfM18AAP inh -2, OXTR agonist -0.4, MEKK2mut PB1 HTS -8, GPR7 antagonist -1, PHOSPHO1 block -9 and MEKK3 PB1 HTS 62.
For O=c1c2ccccc2nc(N/N=C/c2ccc(O)cc2)n1O the results were NALP1 inh 36, DNA FID counter -2, PfM18AAP inh 17, OXTR agonist 0.8, GPR7 antagonist -14 and PHOSPHO1 block 88*.
For COc1ccccc1C(=O)Nc1cccc(Oc2c(F)c(F)c(F)c(F)c2F)c1 the results were DNA FID counter -4, MEKK2 WT-MEK5 94, PfM18AAP inh 6, OXTR agonist 2.4, MEKK2mut PB1 HTS 4, GPR7 antagonist -9, PHOSPHO1 block 50 and MEKK3 PB1 HTS 92.
CCOC(=O)CCCCC(=O)c1[nH]c(=O)[nH]c1CN1CCOCC1 was read as NALP1 inh 6, DNA FID counter -1, MEKK2 WT-MEK5 104, PfM18AAP inh 4, OXTR agonist 1.2, MEKK2mut PB1 HTS 3, GPR7 antagonist -3, PHOSPHO1 block 19 and MEKK3 PB1 HTS 102.
`Cc1c(NC(=O)CCCCCN2C(=O)C3C4C=CC(C4)C3C2=O)c(=O)n(-c2ccccc2)n1C` (stereo unspecified) gave NALP1 inh 30, DNA FID counter -14, MEKK2 WT-MEK5 103, PfM18AAP inh -16, OXTR agonist -0.6, MEKK2mut PB1 HTS 0, GPR7 antagonist -3, PHOSPHO1 block -2 and MEKK3 PB1 HTS 101.
Screening CN1C(c2ccccc2)CC(=NO)CC1c1ccccc1 (stereo unspecified) returned NALP1 inh 0, DNA FID counter -19, MEKK2 WT-MEK5 112, PfM18AAP inh 2, OXTR agonist -1.2, MEKK2mut PB1 HTS 13, GPR7 antagonist -24, PHOSPHO1 block 35 and MEKK3 PB1 HTS 112.
Cc1ccc(F)cc1CNC(=O)c1cc(COc2ccc3ncccc3c2)on1 was read as NALP1 inh 3, DNA FID counter -10, MEKK2 WT-MEK5 106, PfM18AAP inh -13, OXTR agonist 16, MEKK2mut PB1 HTS 5, GPR7 antagonist -7, PHOSPHO1 block 46 and MEKK3 PB1 HTS 99.
COc1ccc(CC(=O)NNS(=O)(=O)c2ccc([N+](=O)[O-])cc2)cc1OC was read as NALP1 inh 12, DNA FID counter -4, MEKK2 WT-MEK5 97, PfM18AAP inh -5, OXTR agonist 0.8, MEKK2mut PB1 HTS -6, GPR7 antagonist -8, PHOSPHO1 block 2 and MEKK3 PB1 HTS 102.
`COc1ccc(Cl)cc1C(=O)O/N=C(\N)c1ccccn1` gave NALP1 inh 9, DNA FID counter -20, MEKK2 WT-MEK5 108, PfM18AAP inh -6, OXTR agonist -0.1, MEKK2mut PB1 HTS 4, GPR7 antagonist -6, PHOSPHO1 block 20 and MEKK3 PB1 HTS 103.

Source: PubChem
